DAT uptake mod: modulates human dopamine transporter uptake under cocaine. LLC-PK1 hDAT cells, [14C]-dopamine uptake with cocaine IC80; actives deviate in either direction. 1.3% of 110,000 active. Q01959. B-score at 10 µM;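 active means Z score or B-score, a plate-position-corrected score, falls beyond the plate's 99.7% confidence bounds, in either direction; inactive means both scores lie inside the 99.7% bounds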;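 further: scored against the spread of the other compound wells on the same plate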
Target sequence (Q01959 whole entry, looked up): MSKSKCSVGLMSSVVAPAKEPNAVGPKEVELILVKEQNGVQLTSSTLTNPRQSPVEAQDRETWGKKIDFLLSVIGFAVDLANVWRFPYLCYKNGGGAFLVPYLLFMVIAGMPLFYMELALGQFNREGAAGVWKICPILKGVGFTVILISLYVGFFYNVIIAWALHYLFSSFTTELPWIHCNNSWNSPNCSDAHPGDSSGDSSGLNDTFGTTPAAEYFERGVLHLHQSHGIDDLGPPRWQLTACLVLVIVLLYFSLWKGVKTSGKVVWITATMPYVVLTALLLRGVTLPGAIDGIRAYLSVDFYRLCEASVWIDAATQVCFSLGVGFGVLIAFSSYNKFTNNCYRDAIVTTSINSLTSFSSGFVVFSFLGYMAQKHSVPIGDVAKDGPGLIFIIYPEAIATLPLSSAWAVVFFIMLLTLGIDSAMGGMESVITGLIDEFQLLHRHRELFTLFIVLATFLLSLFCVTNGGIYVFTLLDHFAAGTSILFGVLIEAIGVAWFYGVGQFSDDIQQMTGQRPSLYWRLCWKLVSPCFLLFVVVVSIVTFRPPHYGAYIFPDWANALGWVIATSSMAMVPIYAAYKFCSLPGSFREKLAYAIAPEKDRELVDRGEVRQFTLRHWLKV
The depositor's hits bear a star.

Structure	DAT uptake mod
COc1ccccc1CNC(=O)C1CC2Cn3c(nc4cc(Cl)c(Cl)cc43)C2N1C (configuration not stated)	1.92
C=CCNc1nc2c(c(=O)n(C)c(=O)n2C)n1CC(=C)C	0.0302
O=C(NCC1CC1)c1onc(CSc2ccccc2)c1C(=O)NCC1CC1	1.29
CCC1CN(C)C2Cc3c([nH]c4ccccc34)C(=O)CC1C2C(=O)OC (configuration not stated)	-1.67
COc1cc(OC)c2c(-c3ccccc3)cc(=O)oc2c1	0.053
O=C(NCc1ccc(C(F)(F)F)cc1)C1CC(c2cccc(F)c2)=NO1 (configuration not stated)	-0.932
O=C1N=C(O)CN1/N=C/c1ccc(-c2ccc([N+](=O)[O-])cc2)o1	0.761
Cc1cc(-c2cc(C(=O)NCc3ccccc3)on2)nc(NC2CCCC2)n1	-0.289

At a glance, part of the list above.
Structure	DAT uptake mod
O=C1N=C(O)CN1/N=C/c1ccc(-c2ccc([N+](=O)[O-])cc2)o1	0.761
Cc1cc(-c2cc(C(=O)NCc3ccccc3)on2)nc(NC2CCCC2)n1	-0.289

(next part)
Structure	DAT uptake mod
CCOC(=O)c1ccc(NC(=O)c2nc[nH]c2C(=O)NC)cc1	-0.48
O=C(C1=C[C@H](c2coc3ccccc3c2=O)C[C@H](OCCCCO)O1)N1CCN(Cc2ccccc2)CC1	0.602
O=C1NC[C@@H](Cc2cccc3ccccc23)N(CC2CCCCC2)C1=O	0.114
CCc1ccc(N(CC)C(=O)c2ccc3c(Cl)c4c(nc3c2)CCC4)cc1	0.995
COC(C[C@H](O)C[C@@H](O)COCc1ccccc1)OC	0.257
COC(=O)C1=C(C(=O)OC)[C@@H]2N(C)c3ccccc3[C@@]23C[C@@H](CO)N(C(=O)NCCBr)C3=N1	0.026
Nc1nc2c(ncn2CCC(CO)CO)c(=O)[nH]1	-0.256
OCCNc1nc(Nc2ccccc2O)nc(N2CCCC2)n1	-1.1
OCCCn1c(CCNc2nc(-c3ccc(F)cc3)cs2)nc2cc(C(F)(F)F)ccc21	-0.0886
C#CCOCCOCCOCCNc1nc(N2CCN(C(=O)[C@H]([C@@H](C)CC)n3cc([C@@H](N)CC(C)C)nn3)CC2)nc(N2CCN(C(=O)[C@H](Cc3ccc(O)cc3)n3cc([C@@H](N)C(C)CC)nn3)CC2)n1 (some centres not stated)	0.764
COc1cccc(N2[C@@H](CC(=O)O)c3cc(C(F)(F)F)ccc3S2(=O)=O)c1	-0.727
COCOc1ccc(-c2cc(=O)c3c(O)cc(OCOC)cc3o2)cc1	0.433
CC(=O)O[C@@H]1[C@H]2[C@@H](C[C@@H](C)[C@@H]3C=CC(=O)[C@@]13C)OC(=O)[C@@H]2C	-0.566
C#CCOCCOCCOCCNc1nc(N2CCN(C(=O)C([C@@H](C)CC)n3cc(C(N)COC(=O)C(F)(F)F)nn3)CC2)nc(N2CCN(C(=O)[C@H](CCCCN)n3cc(C(N)[C@H](C)CC)nn3)CC2)n1 (some centres not stated)	-0.694
CC#CCN1c2ccccc2[C@]23C[C@@H](C(=O)OC)N(C(=O)c4ccco4)C2=NC(C(=O)OC)=C(C(=O)OC)[C@H]13	-0.0455
Cc1ccc(-c2cccc(C(=O)NCc3ccccc3)n2)c2ccccc12	0.319
CS(=O)(=O)c1ccc(CNC(=O)[C@]2(C(F)(F)F)C[C@H](CCc3ccccc3)CCCO2)cc1	0.0247
COC(=O)[C@H]1C[C@H]1[C@@H](NC(=O)c1cccnc1)c1ccccc1	0.284
Cn1c(=O)c(C(=O)CCl)c(N)n(CC2CC2)c1=O	-1.12
c1ccc(C2CN3CCSC3=N2)cc1 (configuration not stated)	0.532
CC(C)C(=O)N1CCC2(CC1)Oc1ccc(F)cc1C(=O)C21CC(c2ccc(Cl)cc2)=NO1 (configuration not stated)	-0.154
CC(C)(C)C(=O)NCCc1nc2ccccc2n1CC(=O)c1ccc(Cl)cc1	0.294
CC1(c2nnc(-c3ccccc3)o2)CC(c2c(Cl)cccc2Cl)=NO1 (configuration not stated)	-0.237
COc1ccccc1C1=CC(=O)CCC1	-0.483

Look-ups from the list:
Result of `CC1(c2nnc(-c3ccccc3)o2)CC(c2c(Cl)cccc2Cl)=NO1` (configuration not stated) under DAT uptake mod: -0.237
Result of `COC(=O)[C@H]1C[C@H]1[C@@H](NC(=O)c1cccnc1)c1ccccc1` under DAT uptake mod: 0.284
Result of `CS(=O)(=O)c1ccc(CNC(=O)[C@]2(C(F)(F)F)C[C@H](CCc3ccccc3)CCCO2)cc1` under DAT uptake mod: 0.0247
Result of `CC(C)C(=O)N1CCC2(CC1)Oc1ccc(F)cc1C(=O)C21CC(c2ccc(Cl)cc2)=NO1` (configuration not stated) under DAT uptake mod: -0.154
Result of `CC(C)(C)C(=O)NCCc1nc2ccccc2n1CC(=O)c1ccc(Cl)cc1` under DAT uptake mod: 0.294
Result of `c1ccc(C2CN3CCSC3=N2)cc1` (configuration not stated) under DAT uptake mod: 0.532
Result of `Cn1c(=O)c(C(=O)CCl)c(N)n(CC2CC2)c1=O` under DAT uptake mod: -1.12

Other compounds:
Structure	DAT uptake mod
O=C(C1=C[C@H](C2CCCCC2)C[C@H](OCCCCO)O1)N1CCOCC1	-0.602
CCCC(=O)NC(C)c1nc(-c2ccc(C)cc2)no1 (configuration not stated)	-0.564
COc1cc(O)c(C(CCN2CCCC2)c2ccc(N(C)C)cc2)c(OC)c1 (configuration not stated)	0.0179
CC(=O)Oc1ccccc1C(=O)Nc1ncc([N+](=O)[O-])s1	-5.94*
COc1cc(CNC(=O)c2ccc3c(c2)S(=O)(=O)c2ccccc2C3=O)cc(OC)c1	0.222
Cc1c(OCc2ccccc2)cccc1OCc1ccccc1	-0.00979
CCC(C)C(=O)OCC1(c2ccc(C)cc2OC(=O)C(C)C)CO1 (configuration not stated)	-0.699
CC1(c2nnc(-c3ccc(F)cc3)o2)CC(c2ccc(Cl)cc2)=NO1 (configuration not stated)	-0.707

DAT uptake mod, hit marks shown above
Structure	DAT uptake mod
CC(=O)Oc1ccccc1C(=O)Nc1ncc([N+](=O)[O-])s1	-5.94*

Additional structures.
Structure	DAT uptake mod
O=C(Nc1ccccc1)C1=C[C@H](c2ccc(C(F)(F)F)cc2)C[C@H](OCc2ccc(CO)cc2)O1	0.0729
CC(=O)OC(CC(=O)O)C[N+](C)(C)C (configuration not stated)	-0.164
NC(=O)C1=C[C@H](c2ccc3c(c2)OCO3)C[C@H](OCc2ccc(CO)cc2)O1	1.01
O=C1C[C@@H](c2ccccc2)Oc2cc(O)cc(O)c21	0.462
[N-]=[N+]=NC1C[C@H](n2ccc(=O)[nH]c2=O)O[C@@H]1CO (some centres not stated)	-0.212
NC1=NC[C@@H](Cc2ccc(O)cc2)N1CCc1cc(C(F)(F)F)cc(C(F)(F)F)c1	-1.21
O=C(NCC1CC1)c1ccc2c3n(nc2c1)-c1ccc(Cl)cc1CO3	0.0435
CC1(OC(=O)C2CCCC2)C(=O)C=C2C=C(c3ccsc3)N(C3CCCCC3)C=C2C1=O (configuration not stated)	-0.474
O=C(Nc1nc(-c2ccccc2)cs1)c1ccc(S(=O)(=O)N2CCc3ccccc32)cc1	0.702
CC(C)(C)[C@H]1C=C(C(N)=O)O[C@@H](OCCCCO)C1	-0.621
COc1ccc(CNC(=O)c2c(C)oc3c2C(=O)c2ccccc2C3=O)cc1	0.0519
COCCN1C(=O)N[C@@H](c2ccccc2)C(C(=O)OC)=C1C	-0.275
COc1cc(O)c(C(CC(=O)N2CCOCC2)c2ccc3c(c2)OCO3)c(OC)c1 (configuration not stated)	0.717
CCCCCCNC(=O)N[C@@H](C(=O)NCCC[C@H]1CN2C(=NC[C@@H]2Cc2ccccc2)N1CCc1cccc(OC)c1)C(C)C	-2.99*
O=C1[C@H]2[C@H](C=CC[C@H]2C(=O)N2CCN(c3ccccc3)CC2)CCN1Cc1ccc(Cl)c(Cl)c1	0.528
COC(=O)[C@@H]1C[C@@]2(O)[C@H](O)[C@H](O)[C@H](O)C[C@H]2N1CC1CC1	-0.461
CC(=O)C[C@H]1c2cc(F)ccc2S(=O)(=O)N1c1ccc(N(C)C)cc1	0.972
O=C(C1=C[C@H](C2CCCCC2)C[C@H](OCCCCO)O1)N1CCN(Cc2ccc3c(c2)OCO3)CC1	2.23*
Cc1ccc2c(c1)c1c(n2CC(O)CNC2CCCCC2)CCCC1 (configuration not stated)	0.0232
Cc1ccc(C)c(N2CCN(C(=O)c3ccc(CSc4nc5ccncc5[nH]4)cc3)CC2)c1	2.05
CC[C@H](C)[C@@H](C(=O)N1CCNCC1)n1cc([C@@H](N)CO)nn1	-0.483
COc1cc(O)c(C(CC(=O)N2CCCC2)c2ccc3c(c2)OCO3)c(OC)c1 (configuration not stated)	0.56
CCCCNC(=S)NCc1ccc2[nH]c(C)cc2c1	0.187
COC(=O)[C@@]1(Cc2ccc(OC)cc2)[C@@H]2C(=CC(=O)[C@H]2CC(=O)C(=O)N2CCCC2)CN1C(=O)c1ccccc1	0.312
Clc1ccc(-n2nnc(-c3cccnc3Cl)n2)cn1	0.719
Cc1ccc(S(=O)(=O)N2CCC(=O)N(C(COCc3ccccc3)Cc3ccccc3)CC2)cc1 (configuration not stated)	0.861
O=C(NCCCCc1ccccc1)C1CC(c2ccc(C(F)(F)F)cc2)=NO1 (configuration not stated)	-0.802
C[C@@H]1CC[C@H]2C(=O)N3[C@@H](CC[C@@H](C)[C@@H]3c3ccc(Br)cc3)C(=O)N2[C@H]1c1ccc(Br)cc1	-0.0886
C[C@@H]1C=C(C(=O)N2CCN(Cc3ccccc3)CC2)O[C@H](OCc2ccc(CO)cc2)C1	-0.333
O=C(NCCCCc1ccccc1)C1CC(c2ccccc2C(F)(F)F)=NO1 (configuration not stated)	1.64
Cc1ccc(S(=O)(=O)N2CCOC2CNC(=O)C(=O)NCc2cccnc2)cc1 (configuration not stated)	-1.19
CNCCc1ccccn1	-0.499
OCC(Cc1ccc2c(c1)OCO2)C(CO)Cc1ccc2c(c1)OCO2 (configuration not stated)	-0.388
CC(C)(C)[C@H]1C=C(C(=O)N2CCOCC2)O[C@@H](OCCCCO)C1	-0.409
CCOc1ccc(NC(c2ccccn2)c2oc(CO)cc(=O)c2O)cc1 (configuration not stated)	-0.544
CC(=O)n1cc([C@@H]2C=C(C(=O)N3CCN(C)CC3)O[C@H](OCc3ccc(CO)cc3)C2)c2ccccc21	0.425
O=C(O)C1=C[C@@H](c2ccc(F)cc2)C[C@@H](OCCCCO)O1	-0.112
O=C1C=C(c2cc3ccccc3s2)CCC1	-0.0199
COc1ccccc1Nc1nc(NCCCCO)nc(N2CCCC2)n1	0.848
O=C(Nc1ccc(-c2csc(Nc3cccc(C(F)(F)F)c3)n2)cc1)c1ccccc1	-0.189
Cc1ccc(C2=NOC(c3nnc(-c4ccccc4)o3)C2)cc1 (configuration not stated)	0.742
NC1=NC[C@H](Cc2ccc(O)cc2)N1CCc1cccc2ccccc12	-0.154
CCCCCCCCCCCCN1[C@@H](CC(=O)O)c2cc(C(F)(F)F)ccc2S1(=O)=O	-0.792
O=C(NCC1CC1)[C@]1(C(F)(F)F)C[C@H](CCC2CCCCC2)CCCO1	0.0997
O=C(c1cnc2n(c1=O)CCS2)N1CCN(c2ccccc2Cl)CC1	0.447
NC(=O)[C@H]1CC2(CC(c3cccc(NC(=O)[C@H]4CCC(=O)N4)c3)=NO2)CN1C(=O)CC(c1ccccc1)c1ccccc1 (some centres not stated)	0.11
CCCCC1=CC2=CC(=O)C(C)(OC(=O)CC)C(=O)C2=CN1Cc1ccco1 (configuration not stated)	-2.31
CN1CCN(C(=O)C2=C[C@@H](c3ccccc3)C[C@@H](OCCCCO)O2)CC1	-0.169
Cc1nc(NC(=O)c2ccccc2)sc1C1(C)CC(c2c(Cl)cccc2Cl)=NO1 (configuration not stated)	0.782
COCCN1C(=O)N[C@@H](c2ccccc2)[C@H](C(=O)OC)[C@H]1C	-0.458
O=C(Nc1ccc(-c2ccccc2)cc1)c1ccc2c(c1)S(=O)(=O)c1ccccc1C2=O	-0.0655
COCCN1C(=O)N[C@@H](c2cccs2)C(C(C)=O)=C1C	-0.0156
OCCOCCn1c(C2CCCN2c2nc(-c3ccc(F)cc3)cs2)nc2cc(C(F)(F)F)ccc21 (configuration not stated)	-0.577
CC(C)(C)[C@@H]1C=C(C(=O)N2CCOCC2)O[C@H](OCc2ccc(CO)cc2)C1	0.023
CSc1sc(C(=O)NN)c2c1C(O)CCC2 (configuration not stated)	0.183
O=C(Nc1ccc(O)c2c(=O)cc(-c3ccccc3Cl)oc12)c1cccs1	-0.183

(list continues)
Structure	DAT uptake mod
CC1(c2nnc(-c3cccc(Cl)c3)o2)CC(c2cccc(Cl)c2)=NO1 (configuration not stated)	0.0502
O=C(NCc1cccc(C(F)(F)F)c1)c1cc(-c2ccccc2)nn1CC1CC(c2cccnc2)=NO1 (configuration not stated)	1.46
CN(C)CCN(Cc1ccc(Cl)cc1)c1ccccn1	-1.27
NC(=O)CC[C@@H]1NC(=O)[C@H](CO)NC(=O)c2cc([N+](=O)[O-])cc(I)c2NCCCC[C@@H](C(N)=O)NC(=O)[C@H](Cc2ccc(O)cc2)NC1=O	0.742
CCN1CCN(C(c2cccs2)C(C)NS(=O)(=O)c2ccccc2)CC1 (configuration not stated)	0.399
O=C(CCC1CCCC1)N[C@@H](Cc1ccc(O)cc1)C(=O)O	0.442
N[C@@H](Cc1ccc(O)cc1)c1nnc([C@H](CO)NC(=O)C2CCNCC2)o1	-1.37
CC1=CC(=O)c2ccccc2C1=O	0.0682
COc1ccc(C[C@H]2CN3C(=NC[C@@H]3Cc3ccccc3)N2CCNC(=O)CCC2CCCCC2)cc1	0.66
Nn1c(=O)[nH]c2ccccc2c1=O	0.113
COCCN1C=C2C(=O)C(C)(OC(=O)C3CCCC3)C(=O)C=C2C=C1c1ccsc1 (configuration not stated)	0.325
O=C(C1=C[C@H](C2CC2)C[C@H](OCc2ccc(CO)cc2)O1)N1CCN(Cc2ccc3c(c2)OCO3)CC1	-0.0308
O=C(C1=C[C@H](C2CCCCC2)C[C@H](OCCCCO)O1)N1CCN(Cc2ccccc2)CC1	0.967

Assay outcomes (PubChem BioAssay)

The list is partial, so the mix of outcomes need not match the whole.
